Bioassay records (PubChem BioAssay)
MKP-3 inhibition = MKP-3 phosphatase inhibitors, primary screen, biochemical, rat enzyme, in vitro (AID 425). recombinant MKP-3 phosphatase activity, fluorescence; higher % means a stronger effect. inhibition, % at 20 µM; hits with a dose series show IC50 in µM. 110,000 compounds, 0.17% hits; in the data active means inhibition above about 50%;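 further: plate controls were vehicle for no effect and reference inhibitor for full effect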
Hsp70 inhibitors = small molecules displacing fluorescent ligand from Hsp70 – biochemical, fluorescence polarization, primary screen (AID 583) | 140,000 compounds, 0.06% hits | Hsp70 fluorescence polarization probe displacement, mP; higher % means a stronger effect | displacement, % at 20 µM, or IC50 in µM where a hit was titrated; in the data active means displacement above about 50%;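 further: plate controls were vehicle for no effect and reference ligand for full effect; a part of the inactive calls stands beside numbers as strong as those of hits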
Starred values were filed as active, the others as inactive; nt = not tested or not shown; & = joins results of further samples. Some of the compounds tested, so the mix of outcomes need not match the whole.

The first four entries, to show the layout:
| molecule | MKP-3 inhibition | Hsp70 inhibitors |
| --- | --- | --- |
| O=C1NC(=S)N(c2cccc(Br)c2)C(=O)/C1=C\c1cc(Cl)ccc1O | 3.1% | 2.4% |
| COc1cc(NC(=O)CCCOc2ccc(Cl)cc2Cl)c2ncccc2c1 | 2.7% | -1.1% |
| O=C(CSc1ncccc1C(=O)O)c1ccc2ccccc2c1 | nt | 3.5% |
| Cc1ccc(-c2nc(N/N=C/c3ccc([N+](=O)[O-])cc3)c3ccccc3n2)cc1 | 1.4% | -10.5% |

The whole of this part, from the start:
| molecule | MKP-3 inhibition | Hsp70 inhibitors |
| --- | --- | --- |
| O=C1NC(=S)N(c2cccc(Br)c2)C(=O)/C1=C\c1cc(Cl)ccc1O | 3.1% | 2.4% |
| COc1cc(NC(=O)CCCOc2ccc(Cl)cc2Cl)c2ncccc2c1 | 2.7% | -1.1% |
| O=C(CSc1ncccc1C(=O)O)c1ccc2ccccc2c1 | nt | 3.5% |
| Cc1ccc(-c2nc(N/N=C/c3ccc([N+](=O)[O-])cc3)c3ccccc3n2)cc1 | 1.4% | -10.5% |
| O=C(Nc1ccc(F)cc1F)N1CCN(Cc2ccc3c(c2)OCO3)CC1 | 1.0% | 0.1% |
| COc1ccc(-c2cc(C(F)(F)F)n3nc(C(=O)N4CCN(C)CC4)cc3n2)cc1 | 2.9% | -3.0% |
| CCc1ccc(N2CC(C(=O)Nc3ccc(I)cc3)CC2=O)cc1 (centres undefined) | 1.9% | 3.4% |
| Cc1cc(Cl)c(S(=O)(=O)NCc2ccncc2)cc1OCC(N)=O | -10.7% | 1.9% |
| CC(C)CN(CC(C)C)S(=O)(=O)N1CCC(C(=O)NCCc2ccc(Cl)cc2)CC1 | nt | -2.6% |
| CC1Cc2cc(/C(O)=C3/C(=O)C(=O)N(CCCn4ccnc4)C3c3cccnc3)ccc2O1 (centres undefined) | nt | 0.7% |
| Cc1ccc(NC(=O)CSc2nc(NS(=O)(=O)c3ccc(C)cc3)cc(=O)[nH]2)cc1 | nt | 0.8% |
| CCOC(=O)CN(C(=O)CSc1nnc(-c2cccc(OC)c2)o1)c1ccc(F)cc1 | -1.1% | 5.8% |
| CCNC(=O)C(Sc1ccccc1)c1ccccc1 (centres undefined) | nt | 0.3% |
| O=C(C1CCCO1)N(Cc1ccccc1)c1ccccc1 (centres undefined) | -9.1% | 2.1% |
| O=C(c1oc2ccccc2c1N1CCCCC1)N1CCCCC1 | 2.6% | 7.5% |
| Nc1nnc(SCc2ccc(F)cc2)n1-c1ccccc1 | nt | 6.5% |
| CC(=O)NS(=O)(=O)c1ccc(NC(=O)CCCOc2ccc(Cl)cc2Cl)cc1 | 1.0% | 3.2% |
| Cc1ccc(C)c(N(Cc2ccccc2F)S(C)(=O)=O)c1 | nt | -4.4% |
| O=C(N1CCN(Cc2ccccc2)CC1)C12CC3CC(CC(C3)C1)C2 | 1.2% | 0.1% |
| CC(C)(CC(=O)N1CCN(c2ccc(Cl)cc2)CC1)CC1=NS(=O)(=O)c2ccccc2N1 | 5.5% | 8.5% |
| CCN(CC)c1ccc(Nc2cc(C)nc3ncnn23)cc1 | 2.5% | 2.3% |
| CCCN1C(=O)SC(CC(=O)Nc2ccccc2)C1=O (centres undefined) | -5.9% | -1.4% |
| CCOC(=O)c1ccccc1NC(=O)c1cc(-c2ccccc2C)nc2ccccc12 | 1.4% | 3.0% |
| CCOC(=O)c1c(NC(=O)/C=C/c2ccc(C)o2)sc(C)c1C | 4.8% | 2.2% |
| Cc1ccnc(NS(=O)(=O)c2ccc(NC(=O)C3CCCNC3=O)cc2)n1 (centres undefined) | 2.4% | 2.7% |
| O=C(COC(=O)CNC(=O)c1ccco1)NCCN1C(=O)CSC1=O | -6.4% | 2.2% |
| COC(=O)c1sc2ccccc2c1NC(=O)c1cccs1 | -12.5% | 3.5% |
| N/C(=N\OC(=O)COc1ccc2ccccc2c1)c1ccncc1 | 2.6% | 5.0% |
| COc1ccc(/C=C2\SC(=O)N(CC(=O)Nc3ccc(C)cc3C)C2=O)cc1 | -0.5% | 4.2% |
| CCn1cc(S(=O)(=O)CC(=O)Nc2ccc(C)cc2)c2ccccc21 | -6.3% | -0.2% |
| Cc1ccc(Cl)cc1N1CCN(CC(=O)Nc2ccc(CN3CCCCC3)cc2)CC1 | nt | -4.5% |
| O=C1c2cccc3cccc(c23)C(=O)N1CCS(=O)(=O)OCC(F)(F)C(F)F | 3.1% | 6.5% |
| C[C@]12CC[C@@H]3c4ccc(O[C@@H]5O[C@H](C(=O)O)[C@@H](O)[C@H](O)[C@H]5O)cc4CC[C@H]3[C@@H]1C[C@@H](O)[C@@H]2O | -3.1% | 15.0% |
| O=c1c2ccccc2nc2n1-c1ccccc1CCC2 | -8.7% | 6.8% |
| COc1cc(/C=C2\C(=O)NC(=O)N(c3ccc(Cl)cc3)C2=O)ccc1O | 1.0% | 2.4% |
| CC1=C(C)CC(C(=O)c2ccccc2)C(C(=O)O)C1 (centres undefined) | 1.5% | nt |
| Nc1nnc(SCc2ccccc2F)s1 | -3.1% | 2.9% |
| CC(C)OCCCNC(=O)c1ccc(CS(=O)(=O)Cc2ccccc2F)o1 | nt | 5.2% |
| O=C(c1cccs1)N(CCN(C(=O)c1cccs1)c1ccccc1)c1ccccc1 | 0.9% | 0.0% |
| CSCCC(NC(=O)c1ccc(=O)n(C)n1)c1nc2ccccc2[nH]1 (centres undefined) | -0.3% | 0.6% |
| COc1ccc(C2(CNC(=O)/C=C/c3ccccc3)CCCC2)cc1OC | -4.1% | 0.2% |
| Cn1cccc1CN1CCN(Cc2cc(Br)ccc2O)CC1 | 4.2% | -5.3% |
| COCCCn1cnc2oc3nc4ccccc4nc3c2c1=O | -1.4% | 4.9% |
| COc1ccc(OC)c(CCNC(=O)CN2C(=O)CC(C)(C)S(=O)(=O)c3ccccc32)c1 | -4.6% | -4.3% |
| NNC(=O)COc1ccc(Oc2ccccc2)cc1 | 2.5% | -3.3% |
| CN(C(=O)c1cnc2n(c1=O)CCS2)C1CCCCC1 | -8.4% | 2.3% |
| O=C(CCS(=O)(=O)c1ccc(Cl)cc1)N1CCN(c2ccccc2F)CC1 | -1.1% | 5.5% |
| O=C(NNC(=O)c1ccc(Cl)cc1Cl)c1ccco1 | 1.1% | -1.4% |
| CN(C)C(=O)CCCc1nc(-c2ccc(Cl)cc2)no1 | nt | -0.8% |
| O=C1C2C3CCCC3=C3CCCC3C2C(=O)N1c1ccccc1 (centres undefined) | 5.2% | 5.5% |
| Cc1ccnc(N2CCN(c3cc(C)c(C#N)c4nc5ccccc5n34)CC2)c1 | -5.9% | -1.8% |
| COc1cccc(NC(=O)CN(c2cccc(C(F)(F)F)c2)S(C)(=O)=O)c1 | -6.2%&-2.8% | 0.8%&0.8% |
| CC1=C(C(=O)NC(C)c2ccc3c(c2)OCCO3)C2(CCC(C)CC2)OC1=O (centres undefined) | 1.5% | 3.4% |
| O=C(c1ccco1)N1CCN(C(c2ccccc2Cl)c2nnnn2Cc2ccco2)CC1 (centres undefined) | 6.6% | 1.7% |
| Cc1ccc(C(=O)c2ccc(N3CCN(C(=O)c4cccc(F)c4)CC3)c(F)c2)cc1C | 1.0% | 4.1% |
| N#Cc1cc(-c2ccccc2)oc1NC(=O)c1ccco1 | -11.5% | -2.8% |
| COc1ccc(C(=O)CCN2CCCCCC2)cc1 | -6.3% | 2.7% |
| Cc1cc(C)n(CC2CC(=O)N(c3ccc(F)c(Cl)c3)C2=O)n1 (centres undefined) | -4.8% | 1.3% |
| CCc1cccc(C)c1NC(=O)c1c(Cl)ccc(Cl)c1OC | 2.7% | -1.0% |
| CCOc1ccc2cc(/C=C/C(=O)c3ccco3)c(Cl)nc2c1 | nt | -15.9% |

Other records follow:
| molecule | MKP-3 inhibition | Hsp70 inhibitors |
| --- | --- | --- |
| O=C(COc1ccc2ccccc2c1)NC1CC1 | nt | 1.7% |
| O=C(Cc1ccccc1)N1N=C(c2cccc(Br)c2)CC1(O)C(F)(F)F (centres undefined) | 0.9% | 2.5% |
| Cn1c(CCC(=O)Nc2ccc(N3CCOCC3)cc2)nc(=O)c2ccccc21 | 0.8% | -0.6% |
| CCc1nnc(NC(=O)CCC(=O)N2CCN(c3ccccn3)CC2)s1 | nt | 3.2% |
| Cc1ccc(C)c(S(=O)(=O)Nc2c(C)n(C)n(-c3ccccc3)c2=O)c1 | -4.4% | 2.8% |
| c1ccc2c(c1)CC1(CCCCC1)n1nnnc1-2 | nt | 0.3% |
| CCC(=O)NC1(C(F)(F)F)C(=O)NC(C)=C1C#N (centres undefined) | 0.9% | -0.3% |
| Cc1ccc(NC(=O)CS(=O)CC(=O)N(C2CCCC2)C(C)C(=O)NC2CCCCC2)cc1 (centres undefined) | -8.2% | -8.9% |
| CC1CCC(n2c(=S)[nH]c3ccccc3c2=O)CC1 (centres undefined) | -7.6% | 2.2% |
| O=C(/C=C/c1ccco1)NC(=S)NCc1ccccc1 | -0.2% | -3.4% |
| Cc1nn(C)c(C)c1CN(C)C(=O)CCCC(=O)O | nt | -1.6% |
| CC(Nc1n[nH]c(=O)[nH]c1=O)C(=O)N/N=C/c1ccccc1Br (centres undefined) | -0.7% | -0.9% |
| O=C1C(c2ccccc2)=C(O)c2ccccc21 | 0.9% | 5.9% |
| CSc1cc(C)nc(NC(C)=O)n1 | -4.0% | 5.5% |
| Cc1ccc(N2C(=O)C3C(C2=O)N2CCCN2C3c2ccccc2)cc1 (centres undefined) | 1.5% | 3.2% |
| CCCCOC(=O)c1sc2nc(N)c(C#N)c(-c3ccc(OC)c(OC)c3)c2c1N | 1.6% | -1.1% |
| Cc1ccc(-c2nc3cccnc3o2)cc1NC(=O)COc1ccc(C(C)(C)C)cc1 | 6.0% | 2.2%&-5.8% |
| Cc1ccnc2nc(C(=O)OCC(=O)Nc3ccc4c(c3)OC(F)(F)O4)nn12 | nt | 2.7% |
| CCCCn1cnc2c(c1=O)c1nc3ccccc3nc1n2Cc1ccc2c(c1)OCO2 | -2.2% | 4.4% |
| COc1ccc(C(=O)NCS(=O)(=O)c2ccc(C)cc2)cc1 | nt | 0.2% |
| COc1ccc(NC(=O)CN2CCCN(S(=O)(=O)c3ccc(F)cc3)CC2)cc1 | nt | 3.9% |
| Nc1nc(CN2CCN(c3ccccc3F)CC2)nc(Nc2ccc3c(c2)OCCO3)n1 | nt | 4.4% |
| COc1ccc2nc(NC(=O)c3ccccc3OC)sc2c1 | 0.3% | 0.6% |
| COc1ccc(-c2cc(C(=O)NCCc3ccccc3)c3ccccc3n2)c(OC)c1 | 4.2% | -2.9% |
| CCOc1cccc(CNCCNC(=O)c2nonc2N)c1 | nt | -6.2% |
| CCOc1ccc(-n2cnnn2)cc1S(=O)(=O)N1CCCCC1 | 0.1% | 1.6% |
| O=C1c2ccc(Oc3ccc4c(c3)C(=O)N(CCCCO)C4=O)cc2C(=O)N1CCCCO | -2.5% | 2.2% |
| CCC(C(=O)Nc1nc(-c2ccccc2)c(C)s1)c1ccccc1 (centres undefined) | 0.6% | 3.9% |
| O=C(CSc1nncc2ccccc12)N1CCOCC1 | 3.9% | 2.3% |
| CC(C)[C@H](NS(=O)(=O)c1ccccc1)C(=O)OCn1nnc2ccccc2c1=O | nt | 5.4% |
| Cc1nc(N2CCN(C(=O)c3ccco3)CC2)c2oc3ccccc3c2n1 | 3.8% | 28.2% |
| c1cc(-c2nc3cc(Cc4ccc5oc(-c6ccncc6)nc5c4)ccc3o2)ccn1 | 0.6% | -24.4% |
| Cc1cc(C)cc(NC(=O)CSc2nnc(Cc3cccn3C)n2-c2ccc(F)cc2)c1 | 1.5% | -1.5% |
| Cc1ccc(NC(=O)/C(=C/c2cccc([N+](=O)[O-])c2)NC(=O)C2CCCCC2)cc1 | nt | 5.0% |
| CN1CCN(C(=O)C2CC(c3c(F)cccc3Cl)=NO2)CC1 (centres undefined) | -5.6% | 6.5% |
| C1CCN=C(Nc2nn[nH]n2)CC1 | 1.6% | -2.9% |
| COc1ccc2c(c1)N1CCN=C1N2C | 0.6% | 0.6% |
| Cc1nn2c(-c3ccncc3)nnc2c2ccccc12 | -1.6% | 8.2% |
| CCOc1ccc(S(=O)(=O)N(C)c2ccc(OCC(=O)Nc3ccc4[nH]c(=O)[nH]c4c3)cc2)cc1 | -2.9% | -3.1% |
| CCN(CCNC(=O)Nc1ccc(Cl)cc1)c1ccccc1 | -9.1% | -1.3% |
| COc1ccccc1N1C(=O)C2C(C1=O)C1C=CC2C12CC2 (centres undefined) | 3.0% | -4.0% |
| COc1ccc(C(=O)/C=C/Nc2ccccn2)cc1 | -0.1% | 4.2%&-7.8% |
| CC(C)(C)c1nn(-c2ccccc2)c2[nH]c(=O)c(CNc3ccc4c(c3)OCCO4)cc12 | nt | -7.5% |
| COc1ccccc1C(=O)Nc1cccc(C(F)(F)F)c1 | 1.7% | 2.0% |
| COc1cccc(-c2nnc(-c3ccc(C)o3)o2)c1 | nt | -3.4% |
| COC(=O)c1cc(-c2ccc(OC)c(OC)c2)on1 | -1.2% | -1.1% |
| Cc1nn(CC(O)Cn2c3ccc(Cl)cc3c3cc(Cl)ccc32)c(C)c1Br (centres undefined) | 0.4% | -2.1% |
| Cc1cc(C)c(C(=O)C2OC(=O)C(C)(C)C(=O)C2(C)C)c(C)c1 (centres undefined) | nt | 2.7% |

2 entries from above, with two lines to a compound.
Every second line gives: MKP-3 inhibition	Hsp70 inhibitors
> CC(C)(C)c1nn(-c2ccccc2)c2[nH]c(=O)c(CNc3ccc4c(c3)OCCO4)cc12
→ nt	-7.5%
> CCOc1ccc(S(=O)(=O)N(C)c2ccc(OCC(=O)Nc3ccc4[nH]c(=O)[nH]c4c3)cc2)cc1
→ -2.9%	-3.1%
